KB-V1 MDR tox: kills drug-selected multidrug resistant KB-V1 cells; actives 3.4% (n = 400,000); KB-V1 MDR cells viability, CellTiter-Glo, 72 h; Potency, µM (doses to about 46.1 µM), for the others: top-dose activity change, negative = cytotoxicity, actives largely listed as cytotoxic; also: potency is read from the fitted curve at half-maximal effect; % is scaled to controls: 0 for no effect and ±100 for the full control effect; nearly all actives have a fitted effect of over 60% in size
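Cytotoxicity toward P-gp-expressing KB-V1 cells was determined as loss of CellTiter-Glo luminescence after 72 h at 37 degrees C. Compounds were tested in quantitative HTS format across a concentration range, with curves fitted to normalized data.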
SW480 rereplic: induces DNA re-replication in SW480 colon adenocarcinoma cells; SW480 DNA re-replication, Hoechst DNA content imaging, 48 h; Potency, µM (highest dose often 46.1 µM), for inactives: at the top dose re-replication activation, most hits filed as activators; AID 624297; actives 1.8% (n = 340,000); also: potency is read from the fitted curve at half-maximal effect; % of control where 0% means no effect; nearly all actives have a fitted effect of over 55% in size
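Per well, 250 cells were exposed to pinned compound for 48 hr. Nuclear DNA was visualised with Hoechst (40 min, 37 C) and total object intensity recorded by fluorescence scanning.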
HT1080 IDH1KD tx: toxicity to HT-1080 IDH1 knockdown cells (counter line) | HT-1080 IDH1 knockdown viability, ATP luminescence, 48 h | Potency, µM (top dose mostly 46.1 µM), without a hit: at the highest dose activity, negative = toxicity, usual class: cytotoxic | actives 2% (n = 360,000) | AID 686971;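 also: potency is read from the fitted curve at half-maximal effect; 0% = DMSO wells and -100% = cell-free medium wells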
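% activity derives from luminescence (CellTiter-Glo), normalised to DMSO and no-cell wells. HT-1080-IDH1KD cells, 750/well, had 48 h compound exposure at 37 °C.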
HEK293 tox: cytotoxicity in counter-screen for GLP-1R inverse agonists | HEK293 cAMP-luciferase reporter cells, luminescence, 24 h | AID 624418 | actives 0.13% (n = 410,000) | Potency, µM (highest dose often 38.3 µM), for inactives: at the top dose activity change, negative = inhibition, actives largely listed as inhibitors;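 also: loss of luciferase light is scored as toxicity; potency is read from the fitted curve at half-maximal effect; % is scaled to controls: 0 for no effect and ±100 for the full control effect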
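Seeding density was 200 cells/uL; after overnight-length (12 h) culture, 23 nL compounds went on for 24 h at 37 °C. Readout used a luciferase detection reagent, luminescence taken after 12 min at room temperature.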
HT1080NT lethal: kills 2HG-producing HT-1080-NT fibrosarcoma cells; HT-1080-NT fibrosarcoma viability, CellTiter-Glo ATP luminescence, 48 h; Potency, µM (top dose mostly 46.1 µM), inactives show at the highest dose activity, negative = less viability, hits mostly cytotoxic; actives 1.6% (n = 360,000);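 also: NT is the 2HG producing partner of a matched IDH1 knockdown line; potency is read from the fitted curve at half-maximal effect; 0% = DMSO-treated cells and -100% = media-only wells without cells; nearly all actives have a fitted effect of over 55% in size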
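HT-1080-NT; 750 cells/well; 5% FBS RPMI; 48 h compound, 37 degrees C; CellTiter-Glo luminescence; curve fitting and curve-class assignment.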
IL-1B inflam inh: blocks inflammasome-driven IL-1 beta release. THP-1 LPS/ATP IL-1B secretion, AlphaLISA, 16 h; stronger effect = lower value. activity change, % at 57.5 µM. actives 4.7% (n = 360,000). AID 743279; in the data active = activity change below about -50%; inconclusive = mostly about -30% to -49%; also: % is scaled to controls: 0 for no effect and ±100 for the full control effect
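Secreted IL-1B measured by AlphaLISA bead assay after 16 h compound exposure of THP-1 cells; compounds (final up to 57.5 uM) added 1 h before LPS (250 ng/mL) and ATP (1.25 mM) stimulation; lower signal means less secretion.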
D3 ag: activates the human D3 dopamine receptor; P35462; D3R DiscoveRx beta-arrestin cells, luminescence, 90 min; max activation, %; AID 652048; actives 0.58% (n = 410,000); in the data active = max activation above about 30%; also: 0% is about no effect; mostly tested at two doses, the higher about 12 µM
Target sequence (P35462 whole entry, looked up): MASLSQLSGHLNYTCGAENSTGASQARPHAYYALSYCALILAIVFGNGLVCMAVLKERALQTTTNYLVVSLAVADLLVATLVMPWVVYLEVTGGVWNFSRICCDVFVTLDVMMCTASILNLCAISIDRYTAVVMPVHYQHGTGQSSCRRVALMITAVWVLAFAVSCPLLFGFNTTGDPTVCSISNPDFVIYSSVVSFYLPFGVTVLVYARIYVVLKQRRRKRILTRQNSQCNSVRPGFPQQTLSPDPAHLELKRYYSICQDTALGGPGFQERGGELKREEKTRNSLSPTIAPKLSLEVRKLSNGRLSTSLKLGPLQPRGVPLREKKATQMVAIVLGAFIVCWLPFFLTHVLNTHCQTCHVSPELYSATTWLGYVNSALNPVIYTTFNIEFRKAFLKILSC
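Agonist mode: compounds and dopamine controls were applied to plated cells for 90 min at 37 degrees C after an overnight attachment at 1500 cells/well. Luminescent read-out followed 30 - 60 minutes at room temperature with DiscoveRx detection reagent.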
MCF10A rereplic: DNA re-replication induction in MCF 10a cells; MCF 10A DNA re-replication, Hoechst nuclear intensity, 48 h; actives 2.9% (n = 350,000); Potency, µM (top dose mostly 46.1 µM), without a hit: at the highest dose activity, positive = re-replication, hits mostly activators; also: potency is read from the fitted curve at half-maximal effect; % of control where 0% means no effect; nearly all actives have a fitted effect of over 50% in size
KB-3-1 tox: KB-3-1 parental cell cytotoxicity. KB-3-1 viability, CellTiter-Glo ATP luminescence, 72 h. Potency, µM (series often up to 46.1 µM), without a hit: at the top dose activity change, negative = cytotoxic, usual class: cytotoxic. actives 1.4% (n = 400,000). AID 1347075; also: potency is read from the fitted curve at half-maximal effect; % is scaled to controls: 0 for no effect and ±100 for the full control effect; nearly all actives have a fitted effect of over 60% in size
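Cytotoxicity measured as CellTiter-Glo luminescence after 72 h at 37 C. Compound titrations were pinned onto drug-naive KB-3-1 parental adenocarcinoma cells grown in DMEM with 10% FBS, and normalized data fitted to concentration-response curves.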
An asterisk follows results filed as active; ? = inconclusive; / = not tested or not shown; & = joins results of further samples; [ ] = dose if it differs, or a comment. Unless noted, calls follow the shape of the dose curve; as a rule, active = well fitted curve in the direction sought with a large enough effect; inconclusive = small, poorly fitted or top-dose-only effect, or another doubt; inactive = no such curve, though single readings can be large; an effect the other way counts as inactive or inconclusive.

SMILES	KB-V1 MDR tox	SW480 rereplic	HT1080 IDH1KD tx	HEK293 tox	HT1080NT lethal	IL-1B inflam inh	D3 ag	MCF10A rereplic	KB-3-1 tox
COc1ccc2cc(CN(CC3COCCO3)S(=O)(=O)c3ccc(Cl)cc3)c(=O)[nH]c2c1 (stereo not given)	-12%	?	0%	-6%	-2%	?	-15	1%	-4%
Cc1ccc(S(=O)(=O)N2CCN(CC(=O)N/N=C/c3ccc(C)o3)CC2)cc1	?	0%	-1%	-9%	2%	-3	-1	5%	6%
CCC(CO)Nc1ccn2nc(-c3cccc(Cl)c3)cc2n1 (stereo not given)	-2%	/	-3%	0%	-19%	-4	-6	/	0%
CNC(=O)CN(c1cc([N+](=O)[O-])ccc1OC)S(C)(=O)=O	1%	1%	9%	80%[activator]	12%	-2	3	5%	21%
COc1cc(C2NC(=O)NC(C)=C2C(=O)OC(C)(C)C)ccc1OCC(N)=O (stereo not given)	21%	-20%	1%	-18%	-1%	5	5	0%	22%
Cc1ccccc1Cn1cc(NC(=O)c2cc(-c3cccs3)on2)cn1	-25%	-9%	2%	-17%	?	19	5	27%	1%
O=C(CSc1nnc(Cc2ccccc2)n1-c1ccccc1)NNC(=O)Cc1ccccc1	20%	-4%	-2%	-2%	11%	21	-8	-4%	1%
Cc1c(Cl)c(-c2n[nH]c(=S)n2CC(C)C)nn1C	?	-176%[inhibitor]	-3%	-10%	-1%	15	4	-39%[inhibitor]	-11%
CCOC(=O)N1CCN(C(=O)C[C@@H]2C[C@@]3(C(=O)OCC)CCCC=C3N(Cc3ccco3)C2=O)CC1	?	/	-1%	0%	4%	-5	2	/	9%
Cn1c(/C(C#N)=C/c2ccc(O)cc2)nc2ccccc21	-1%	-8%	3%	-20%	5%	-20	3	-1%	25%
CC(C)NC(=O)NC(=O)CN1c2cccc3cccc(c23)S1(=O)=O	6%	0%	5%	5%	2%	29	-4	-1%	-18%
CC1(C)CC(=O)C=C(c2ccc(COC(=O)c3ccccc3)cc2)C1=O	-1%	/	-13%	3%	-4%	19	5	/	1%
Cc1ccccc1NC(=O)Cc1nc(COC(=O)CCC(=O)c2ccccc2)cs1	0%	?	8%	-6%	12%	-1	4	3%	7%
COc1ccc(-c2coc3cc(OC(C)=O)c(OC)cc3c2=O)cc1	5%	-8%	2%	-7%	10%	8	9	-37%[inhibitor]	0%
CCOC(=O)N1CCC(N(CCN(C)C)C(=S)Nc2cccc(OC)c2)CC1	?	1%	0%	4%	-5%	18	-1	-1%	12%
Cc1onc(-c2ccccc2)c1C(=O)N1CCN(S(=O)(=O)c2ccc3c(c2)OCCO3)CC1	1%	-1%	-4%	8%	-8%	4	0	6%	0%
O=C(NCc1ccc2c(c1)OCO2)c1c(-c2ccsc2)sc2ccccc12	-5%	-2%	-7%	-1%	0%	9	12	-2%	5%
CN(C(=O)c1cccc(C#N)c1)c1nnc(C2CCOC2)s1 (stereo not given)	0%	-3%[9.22 µM]	7%	-11%	2%	-3	0	-1%	-1%
CCOC(=O)C1(C)CCCN(C(=O)c2cccs2)C1 (stereo not given)	-16%	/	4%	1%	1%	45	-11	/	0%
COc1ccc(C(CC(=O)NCCN2CCOCC2)NS(=O)(=O)c2ccc(C)cc2)cc1 (stereo not given)	-17%	?	13%	11%	-2%	-2	-14	-3%	-2%
CC(=O)c1ccccc1Oc1ncnc(N)c1[N+](=O)[O-]	-3%	-10%	0%	4%	9%	-4	-4	-5%	8%
O=c1cc(N2CCc3ccccc3C2)[nH]c(=O)n1-c1ccccc1Cl	13%	-7%	10%	-1%	5%	-3	-3	-2%	9%
CC(C)C(=O)N1CCN(c2ccccc2NC(=O)c2cccc3ccccc23)CC1	-2%	3%	-16%	-4%	-9%	15	10	?	-3%
Cc1ccc([N+](=O)[O-])cc1S(=O)(=O)N1CCn2cccc2C1c1ccc(F)c(F)c1 (stereo not given)	-1%	/	/	-2%	/	/	-17	/	-4%
Cc1ccc(-c2nnc3n2CCCCC3)cc1	-8%	1%	12%	4%	10%	7	6	-1%	14%
Cc1cc(C(=O)NCC(=O)Nc2c(C)cccc2C)c2ccccc2n1	-25%	-2%	0%	3%	-4%	0	-1	12%	-2%
COc1ccc(Cl)cc1NC(=O)C/C(C)=N/NC(=O)c1ccc(O)cc1	18%	?	-25%	1%	-20%	34	-9	-1%	11%
O=C(C[C@H]1C/C=C\CCC(=O)O[C@@H](c2ccccc2)CNC1=O)NCCO	20%	-1%	-1%	-8%	14%	24	10	-2%	-1%
Cc1ccc(OCC(=O)Nc2ccc(OCc3cc(=O)n4ccsc4n3)cc2)cc1	-14%	/	/	8%	/	/	3	/	-8%
Cn1c(SCc2cccc(F)c2)nnc1-c1ccncc1	-15%	-2%	-2%	2%	28%	6	7	?	10%
CC(C)(C)C1COc2ccccc2N1C(=O)c1cccc(Cl)c1 (stereo not given)	-5%	1%	17%	12%	24%	8	-14	?	-6%
CCOC(=O)CSc1nnc(CNC(=O)c2cccs2)n1-c1cccc(C)c1	7%	-7%	-10%	-12%	-1%	-4	-14	-2%	3%
CC(=O)NS(=O)(=O)c1ccc(NC(=S)NC(=O)C(C)(C)C)cc1	8%	-5%	13%	1%	-6%	9	-7	-1%	18%
CN(C(=O)CCc1nnc(Cc2ccc(-c3ccccc3)cc2)o1)C1CCOCC1	-21%	-3%	0%	-3%	-1%	-13	-4	-9%	-3%
CCC(C)NS(=O)(=O)c1ccc(OCC(=O)Nc2ccc3c(c2)OCO3)cc1 (stereo not given)	-23%	-2%	18%	-19%	8%	10	0	0%	-4%
Cc1cccc(C)c1NC(=O)C[N+](C)(C)CC(O)COc1cccc2ccccc12 (stereo not given)	-5%	-2%	?	15%	?	?	-15	13%	-20%
COc1ccc(C(=O)N2N=C(c3ccccc3)CC2(O)C(F)(F)F)cc1 (stereo not given)	-29%	-7%	-22%	-12%	-24%	4	-1	0%	0%
COc1ccc(O)c(C(=O)c2cc(C#N)c(=O)n(-c3c(C)n(C)n(-c4ccccc4)c3=O)c2)c1	1%	2%	3%	17%	4%	0	1	-10%	-1%
c1ccc2cc3[nH]c(CN4CCOCC4)nc3cc2c1	?	-9%	-3%	-8%	1%	-10	-8	6%	-11%
CCC(=O)Nc1ccc(Oc2ccc3c(c2)C(=O)N(c2ccc(O)cc2)C3=O)cc1	26%	-10%	-1%	-2%	-1%	12	3	5%	7%
O=C1CCCCN1CCCC(=O)N1CCCC(Nc2ccc(F)cc2)C1 (stereo not given)	-18%	2%	-1%	6%	-8%	33	7	2%	2%
Cn1c(Cn2cnc(Cl)c2Cl)nc2ccccc21	3%	-4%	12%	7%	11%	14	0	4%	11%
COc1ccc(CN(C)C(=O)/C=C/c2ccc(S(=O)(=O)N3CCOCC3)cc2)cc1F	?	-2%	0%	-18%	2%	-14	2	8%	-12%
CCCCn1cnc(C(=O)OCC)c1N	-1%	-3%	-1%	14%	-1%	14	0	?	14%
CC#CCc1cc2ccccc2c(=O)o1	0%	-16%	-2%	7%	24%	6	3	7%	10%
COc1n[nH]c(C(=O)NCc2ccccc2)c1[N+](=O)[O-]	-1%	-59%[inhibitor]	12%	7%	?	7	2	14%	-1%
COC(=O)CNC(c1ccccc1)c1cc(C)ccc1NC(=O)c1cccc(Cl)c1 (stereo not given)	-26%	?	-15%	-12%	-8%	?	3	?	-28%
CC(C)(C)NC(=O)CN(C(=O)CS(=O)CC(=O)Nc1ccc(F)cc1)c1ccccc1 (stereo not given)	?	-2%	10%	7%	6%	-12	-8	2%	2%
Cc1noc(C)c1COc1ccc(C(=O)Nc2cccnc2)cc1	?	-11%	16%	10%	24%	11	-3	12%	7%
CC(C)(C)OC(=O)N1CCCN(C(=O)Nc2ccc(OC(F)(F)F)cc2)CC1	1%	-2%	-10%	-5%	-9%	-9	4	11%	-13%

Some values from the entries so far:
Entry of CC(C)(C)NC(=O)CN(C(=O)CS(=O)CC(=O)Nc1ccc(F)cc1)c1ccccc1 (stereo not given) under HEK293 tox: 7%
Entry of COc1n[nH]c(C(=O)NCc2ccccc2)c1[N+](=O)[O-] under HT1080 IDH1KD tx: 12%
Entry of Cn1c(Cn2cnc(Cl)c2Cl)nc2ccccc21 under MCF10A rereplic: 4%

Following part.
SMILES	KB-V1 MDR tox	SW480 rereplic	HT1080 IDH1KD tx	HEK293 tox	HT1080NT lethal	IL-1B inflam inh	D3 ag	MCF10A rereplic	KB-3-1 tox
O=C(CCSc1nc2ccccc2o1)N1CCOCC1	-4%	5%	1%	4%	-10%	4	-3	-3%	0%
O=C(Nc1ccc(Oc2ccc(NC(=O)c3ccco3)c(NC(=O)c3ccco3)c2)cc1)c1ccco1	-3%	0%	17%	11%	-7%	/	24	0%	-7%
Cc1ccc(S(=O)(=O)N2CCC(C(=O)Nc3cccnc3)CC2)cc1	2%	-7%	6%	-14%	-2%	23	3	-1%	3%
NC(=O)N1c2ccccc2C=Cc2ccccc21	3%&0%	-4%&-45%&0%	-9%&-1%	3%&-6%	?	31&3	12&8&11	?	0%&0%
COc1cc(/C=N/NC(=O)c2ccc3nc[nH]c3c2)ccc1O	-7%	-9%	-1%	2%	-8%	1	-3	-8%	2%
CC1(C(=O)Nc2ccc(F)c(Cl)c2)Cc2c(-c3ccccc3)ccnc2O1 (stereo not given)	?	/	?	4%	?	-11	2	/	-6%
O=C(CN1C(=O)NC2(CCCCC2)C1=O)N1CCc2ccccc2C1	?	-58%[inhibitor]	9%	-15%	13%	15	-3	1%	8%
